# Efflux pump mplx = antifungal efflux pump inhibition, Nile Red retention. inhibition, % at 10 µM. 330,000 compounds, 0.44% hits. S. cerevisiae Candida pump triplex. AID 485275;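 active means plate passing quality check with inhibition over a set limit, or well fluorescence over plate mean plus 4 SD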;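 further: Nile Red retained in pooled yeast measured as flow cytometry median fluorescence; 0% = buffer negative control and 100% = Enniatin B positive control; higher means more Nile Red kept so more efflux inhibition; some compounds called inactive have numbers as strong as hits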
# MEX-5 binding = C. elegans MEX-5 TCR-2 RNA binding activity; Q9XUB2; MEX-5/FITC-TCR2 RNA binding, fluorescence polarization; active compounds read low; activity score (negative = inhibition of binding), % at 10 µM; 300,000 compounds, 0.38% hits;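 active means inhibition past about -25% in most replicates, and total fluorescence under double the plate's negative control median, limit read from the data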;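 further: 0% = DMSO and -100% = 5 µM competing unlabeled TCR2 RNA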
# GLD-1 RNA inh = GLD-1-TGE RNA interaction inhibition (C. elegans) | inhibition, % at 5.96 µM | purified GLD-1 + fluorescein TGE RNA, fluorescence polarization | AID 2280 | 320,000 compounds, 0.44% hits;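 active means percent inhibition above a per-plate cutoff, the plate mean of test compounds plus 3 SD, cut at about 30% in these data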;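 further: 0% = DMSO wells with GLD-1 and probe and 100% = wells lacking GLD-1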
# GRK2 inh = blocks RNA aptamer binding to human GRK2; P25098; bead flow cytometry, FAM-aptamer displacement from GRK2; inhibition of aptamer binding, % at 10 µM; 330,000 compounds, 0.59% hits; AID 488847;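 active means inhibition of aptamer binding above 40%, roughly 3 SD of noise, on plates passing a quality check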;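 further: median bead fluorescence of bound FAM aptamer so fluorescent compounds give negative values; no value below 0 was filed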
# Fam108B counter = Fam108B inhibition, counter-screen for RBBP9 inhibitors | recombinant Fam108B, FP-Rh probe fluorescence polarization | inhibition, % at 9.51 µM | 300,000 compounds, 0.33% hits | AID 1947;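 active means inhibition above the screen mean inhibition plus 3 SD, computed separately per campaign, cut at about 18% in these data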;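 further: inhibitors lower polarization as less probe binds the enzyme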
# Bcl-xL primary = Bcl-xL (human) inhibition; GST-Bcl-xL / FITC-Bim BH3 peptide fluorescence polarization; AID 2129; Q07817; inhibition, % at 10.9 µM; 320,000 compounds, 0.7% hits;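 active means inhibition above the mean of all tested compounds plus 3 SD, cutoff set per campaign, cut at about 30% in these data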;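 further: 0% = DMSO wells and 100% = unlabeled Bim-BH3 peptide competitor; inhibitors lower millipolarization by displacing the labeled peptide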
# VLA-4 inh = inhibition in a human VLA-4 binding assay | inhibition, % (about 7 µM as worked out from the volumes in the protocol) | P13612 | AID 2557 | VLA-4 expressing cells, ligand binding flow cytometry | 330,000 compounds, 0.2% hits; in the data active means inhibition above about 50%
# Target sequence (P13612 whole entry, looked up): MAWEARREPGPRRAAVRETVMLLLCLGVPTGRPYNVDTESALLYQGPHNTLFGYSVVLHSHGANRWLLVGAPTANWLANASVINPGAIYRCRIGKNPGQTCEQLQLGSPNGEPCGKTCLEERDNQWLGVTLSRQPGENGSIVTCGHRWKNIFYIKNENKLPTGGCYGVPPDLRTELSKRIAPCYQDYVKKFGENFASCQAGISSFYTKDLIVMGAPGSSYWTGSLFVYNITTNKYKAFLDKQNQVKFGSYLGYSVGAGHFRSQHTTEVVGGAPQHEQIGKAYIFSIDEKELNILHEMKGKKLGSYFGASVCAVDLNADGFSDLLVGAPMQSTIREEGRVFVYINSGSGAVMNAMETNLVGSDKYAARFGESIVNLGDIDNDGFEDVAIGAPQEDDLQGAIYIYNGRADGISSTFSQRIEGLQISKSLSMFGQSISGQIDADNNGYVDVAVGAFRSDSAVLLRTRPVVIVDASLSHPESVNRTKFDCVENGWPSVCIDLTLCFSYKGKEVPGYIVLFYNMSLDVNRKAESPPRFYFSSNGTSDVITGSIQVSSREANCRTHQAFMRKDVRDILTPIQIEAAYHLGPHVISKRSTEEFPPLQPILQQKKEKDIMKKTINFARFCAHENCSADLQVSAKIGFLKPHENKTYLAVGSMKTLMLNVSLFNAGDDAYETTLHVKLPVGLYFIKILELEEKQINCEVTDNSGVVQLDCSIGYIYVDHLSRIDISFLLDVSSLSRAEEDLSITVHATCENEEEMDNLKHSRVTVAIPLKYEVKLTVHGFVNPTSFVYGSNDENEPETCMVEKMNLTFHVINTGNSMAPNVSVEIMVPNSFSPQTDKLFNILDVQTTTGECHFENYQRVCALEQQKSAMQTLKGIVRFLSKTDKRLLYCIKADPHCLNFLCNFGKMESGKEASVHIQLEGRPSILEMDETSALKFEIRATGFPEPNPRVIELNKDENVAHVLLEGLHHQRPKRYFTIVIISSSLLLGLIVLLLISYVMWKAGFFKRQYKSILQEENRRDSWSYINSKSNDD
# PME-1 primary = PME-1 (human) inhibition. Q9Y570. recombinant PME-1, FP-Rh probe fluorescence polarization. inhibition, % at 5.9 µM. 320,000 compounds, 0.53% hits. AID 2130;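 active means inhibition above the campaign mean of all compounds plus 3 SD, cut at about 26% in these data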;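 further: competitive labeling of PME-1 active site by serine hydrolase directed probe; 0% = PME-1 with DMSO and 100% = wells lacking PME-1 enzyme; inhibitors block probe labeling so polarization falls and inhibition rises; many of its hits are not listed in these tables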
# MCL1-BIM inh = MCL1-BIM-BH3 interaction inhibition (human); Q07820; GST-MCL1 / FITC-Bim-BH3 fluorescence polarization; inhibition, % at 10.9 µM; 320,000 compounds, 0.68% hits; AID 2057;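 active means inhibition above the mean inhibition of all tested compounds plus 3 SD, set per campaign, cut at about 40% in these data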;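 further: 0% = DMSO wells and 100% = unlabeled Bim-BH3 peptide control; higher means more loss of mP so more displacement of Bim peptide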
# * hit, by the source's call; . = not tested or not shown.
SMILES,Efflux pump mplx,MEX-5 binding,GLD-1 RNA inh,GRK2 inh,Fam108B counter,Bcl-xL primary,VLA-4 inh,PME-1 primary,MCL1-BIM inh
Cc1cc(O)c(C(C)C)cc1N=Nc1ccccc1C(=O)O,-0.2,0.1,-4,10,1,11,2,7,-3
COc1ccc(C=O)cc1OC(=O)N1CCOCC1,0.1,-3.1,2,6,0,6,9,-5,-1
CC(C)C(=O)NC(=S)Nc1ccc(S(=O)(=O)Nc2ccccc2)cc1,-0.3,-1.5,2,2,-6,5,14,0,5
O=C(N/N=C/c1ccc(OCCCF)cc1)c1cc(OCC(F)(F)F)ccc1OCC(F)(F)F,0.1,0.8,2,2,-3,0,8,1,1
COc1ccc(OC)c(/C=N/NC(=O)c2cc3c(OC)cccc3[nH]2)c1,0.0,-1.9,0,3,15,7,-2,13,6
CC(OC(=O)c1cc(S(=O)(=O)N2CCOCC2)ccc1Br)C(=O)N1CCOCC1 (stereo unspecified),0.0,.,-3,4,.,-2,-2,2,-6
CCn1c(CCNC(=O)c2ccc(Cl)cc2)n[nH]c1=S,0.1,0.2,3,0,-2,-3,22,7,-6
CC(C)(C)NCC(=O)c1c[nH]c2ccccc12,0.0,2.0,4,0,3,7,3,0,3
Cc1cc(C)n(-c2ncnc3c2oc2ccccc23)n1,0.2,1.2,-2,1,-2,4,2,2,4
COc1ccc(OC)c(C(=O)COC(=O)c2cc(C)oc2C)c1,0.0,-3.9,-6,2,-1,0,0,5,9
CC1(C)CN(c2ccc(Br)cc2Br)C1=O,-0.1,-1.9,1,1,8,12,20,-6,10
CC1(C)C2CCC1(C)C(OCCNCCOC(=O)Nc1ccccc1)C2 (stereo unspecified),0.0,-3.0,1,1,-3,3,2,2,-1
CCCC1CC(CSc2ncn[nH]2)OC1=O (stereo unspecified),0.0,0.8,7,0,1,6,3,-4,3
COCCNC(=O)c1cc(Br)ccc1Cl,0.0,-0.6,4,1,-3,5,2,-3,7
N#Cc1cccc(S(=O)(=O)Nc2c(NC3CCCCC3)c3ccccc3oc2=O)c1,0.0,1.1,-1,2,1,2,-10,2,5
CCOc1ccc(OCCCC(=O)ON=C(N)c2ccccc2C)cc1,0.0,.,4,1,.,1,1,-2,2
O=C(/C=C/c1ccc(S(=O)(=O)N2CCOCC2)cc1)NC(=S)Nc1ccc(Cl)cc1Cl,-0.1,1.6,8,2,-5,4,23,1,14
COc1ccccc1N1CCN(C(=S)NC(=O)/C=C/c2ccccc2)CC1,-0.1,-4.3,-2,4,1,-1,2,-4,-3
CC1=Nc2ccccc2/C1=C\c1nc(-c2ccccc2)oc1O,-0.1,0.9,-61,4,2,-2,-129,1,-19
CN(c1ccccc1)S(=O)(=O)c1cccc(NC(=O)c2ccncc2)c1,-0.1,1.1,-2,1,-1,4,-7,-9,-2
CCOC(=O)[C@@H]1[C@H]2COc3ccc(Br)cc3[C@@H]2N2C(=O)N(c3ccc(Cl)cc3)C(=O)[C@]12C,0.3,-0.8,-5,2,-4,0,8,-5,0
CCOC(=O)C1CCCN(C(=O)CCNS(=O)(=O)c2ccc3c(c2)CCC(=O)N3)C1 (stereo unspecified),0.1,1.4,2,3,3,3,-6,9,4
COc1ccc(N2C(=O)/C(=C\c3ccco3)N=C2SCC(N)=O)cc1Cl,1.2,-0.6,4,1,-1,2,-4,-5,0
CCOc1ccc(NC(=O)CN2C(=O)COc3ccccc32)cc1,-0.1,2.1,-2,0,1,6,3,7,0
COc1ccc(C(=O)NC2CCCc3ccccc32)cc1S(=O)(=O)N1CCOCC1 (stereo unspecified),0.2,2.2,10,2,0,-4,0,6,-4
COc1cc(C(=O)Nc2ccc(N3CCN(C(=O)c4ccc(C)cc4)CC3)cc2)cc(OC)c1OC,0.8,1.4,-2,3,-1,1,-5,3,0
COCCN(C(=O)c1csnn1)C(C(=O)NC1CCCCC1)c1sccc1C (stereo unspecified),-0.1,-3.6,7,0,2,1,1,-4,6
C/C(=N\Nc1ccc(C(=O)O)cc1)c1ccc(-n2ccnc2)cc1,0.0,-9.5,-3,0,2,0,25,7,-2
COc1cccc(OC)c1CNC(=O)CCSCc1ccccc1F,0.1,1.1,1,2,0,7,6,2,5
COc1ccc(CCNc2nc3ccccc3n3cnnc23)cc1OC,0.3,-0.5,7,1,2,-3,.,3,40
CSc1ncccc1C(=O)OCC(=O)NC(N)=O,-0.1,-0.3,-9,2,2,4,-1,-2,2
NC(=O)CSc1nc(N)c2c3c(sc2n1)CCCCC3,0.0,0.2,-5,0,-5,3,13,-6,0
C[C@H](CO)N1C[C@H](C)[C@@H](CN(C)S(=O)(=O)c2ccccc2)Oc2ccc(NC(=O)c3ccncc3)cc2C1=O,0.1,.,4,1,.,.,-6,.,.
O=S(=O)(Cc1ccccc1)N1CCN(Cc2ccc3c(c2)OCO3)CC1,1.1*,2.1,-8,4,0,1,20,-7,-4
COc1ccc(C(c2nnnn2Cc2ccccc2)N2CCN(C(=O)c3ccco3)CC2)cc1OC (stereo unspecified),0.3,-0.2,0,12,-5,3,5,-1,-4
CCNc1nc(Cl)nc(NCc2ccccc2)n1,0.3,0.9,2,0,-5,2,12,-5,4
COc1ccc(OC)c(CN2C(=O)c3ccccc3C2C(=O)NCC2CCCO2)c1 (stereo unspecified),0.3,-1.0,6,0,-4,-2,-3,-3,-2
C=CC[C@@H](CC(=O)N[C@H](CO)Cc1ccccc1)C(=O)N[C@@H](C)COC(=O)[C@@H](CC=C)CC(=O)OC(C)(C)C,0.6,.,-6,0,.,.,11,.,.
Cc1cc(C)c(C)c(OCCCn2ccnc2)c1,0.1,-0.5,7,1,0,6,3,0,11
Cc1ccccc1C(=O)N1CCN(c2ccc(NC(=O)Cc3ccccc3)cc2)CC1,0.0,0.9,3,3,6,5,-9,3,9

# Filtered by structure, those above containing a furan ring, fused or not.
SMILES,Efflux pump mplx,MEX-5 binding,GLD-1 RNA inh,GRK2 inh,Fam108B counter,Bcl-xL primary,VLA-4 inh,PME-1 primary,MCL1-BIM inh
Cc1cc(C)n(-c2ncnc3c2oc2ccccc23)n1,0.2,1.2,-2,1,-2,4,2,2,4
COc1ccc(OC)c(C(=O)COC(=O)c2cc(C)oc2C)c1,0.0,-3.9,-6,2,-1,0,0,5,9
COc1ccc(N2C(=O)/C(=C\c3ccco3)N=C2SCC(N)=O)cc1Cl,1.2,-0.6,4,1,-1,2,-4,-5,0
COc1ccc(C(c2nnnn2Cc2ccccc2)N2CCN(C(=O)c3ccco3)CC2)cc1OC (stereo unspecified),0.3,-0.2,0,12,-5,3,5,-1,-4

# 2 of these compounds, set out differently:
smiles	Efflux pump mplx	MEX-5 binding	GLD-1 RNA inh	GRK2 inh	Fam108B counter	Bcl-xL primary	VLA-4 inh	PME-1 primary	MCL1-BIM inh
COc1cccc(OC)c1CNC(=O)CCSCc1ccccc1F	0.1	1.1	1	2	0	7	6	2	5
Cc1cc(C)c(C)c(OCCCn2ccnc2)c1	0.1	-0.5	7	1	0	6	3	0	11

# Continuation.
SMILES,Efflux pump mplx,MEX-5 binding,GLD-1 RNA inh,GRK2 inh,Fam108B counter,Bcl-xL primary,VLA-4 inh,PME-1 primary,MCL1-BIM inh
Cc1c(C(=O)NCC2CCCO2)oc2ccc(S(=O)(=O)N3CCCC3)cc12 (stereo unspecified),0.0,1.8,9,0,-2,-2,0,-2,-4
CCC1CCCCN1C(=O)c1ccc(OC2CCN(C(=O)COC)CC2)cc1 (stereo unspecified),-0.1,-3.7,3,0,-1,6,11,4,2
CC(C)C(C)NC(=O)Cn1cnc2c(oc3ccccc32)c1=O (stereo unspecified),0.0,1.9,0,0,-1,1,4,-2,0
Cc1ccsc1C(=O)OCC(=O)NCc1ccc2c(c1)OCO2,-0.1,-2.2,4,0,0,2,11,-4,1
Cn1c(NCc2cc(Br)ccc2O)nc2ccccc21,-0.3,0.3,6,3,2,5,7,3,4
Nc1cc(Oc2ccc(F)cc2F)cc([N+](=O)[O-])c1,2.0,0.5,-4,0,-2,-2,0,1,-4
CCc1nnc(NC(=O)CSc2nnc(C3CC3)n2C)s1,0.0,3.5,2,1,3,4,7,0,0
CCC(C)c1ccccc1N1CC(C(=O)N2CCN(C(=O)c3ccco3)CC2)CC1=O (stereo unspecified),0.3,.,9,2,.,0,12,13,1
CCOC(=O)c1cnc(-n2[nH]c(C)cc2=O)[nH]c1=O,0.0,0.1,-4,32,-3,1,-17,-8,74*
Cc1cccc2nc(-c3cccc(NC(=O)Cc4ccccc4)c3)cn12,-1.1,0.1,6,1,1,2,18,-12,-3
CCN(CC)C(=O)CSc1nc(N)c(C(=O)Nc2ccc(OC)cc2)s1,0.1,-0.7,-1,0,-1,11,10,-6,6
NS(=O)(=O)c1ccc(O)c(NC(=O)c2ccc([N+](=O)[O-])o2)c1,0.2,-0.4,0,4,7,7,18,-5,14
O=C1CCC(C(=O)N2CCCC2)CN1Cc1cccc(C(F)(F)F)c1 (stereo unspecified),0.0,2.6,3,0,-1,0,-15,6,0
CCOC(=O)COn1c(=O)c[n+]([O-])c2ccccc21,0.1,2.9,-13,2,-1,12,-44,-2,9
Cc1ccc(-c2nc3c(c(SCC(=O)N4CCOCC4)n2)COC(C)(C)C3)cc1,-3.7,0.0,1,0,6,2,9,6,9
Cc1cccc(N(C(=O)CS(=O)CC(=O)Nc2ccc3c(c2)OCO3)C(C)C(=O)NC2CCCC2)c1C (stereo unspecified),0.1,-2.1,-1,0,-1,-11,-4,4,-7
CN(CC(=O)Nc1cccc(F)c1)C(=O)CCNC(=O)c1ccc(Br)cc1,0.0,-3.0,4,0,0,-12,-13,5,-21
CC(C)CCN1CCN(Cc2ccc(Sc3nncn3C)o2)CC1CCO (stereo unspecified),0.0,1.2,-11,3,-1,3,5,-3,-4
COc1ccc(C2=CCN3CCCCC3C2)c(-c2ccc(OC)c(OC)c2)c1 (stereo unspecified),-0.3,.,-8,0,.,.,-8,.,.
Cc1nn(C)cc1C(C)NC(=O)c1cc(COc2ccc(F)c(F)c2)on1 (stereo unspecified),0.3,-2.4,0,3,1,1,-111,5,6
OCCC#Cc1ccc(CN2CCN(C3CCCCC3)C(CCO)C2)cc1 (stereo unspecified),0.0,-1.5,3,0,5,6,-14,3,5
O=C(NCc1ccccc1Cl)c1ccc(S(=O)(=O)Nc2cccc(C(F)(F)F)c2)cc1,0.2,-0.7,8,0,-2,-5,10,-16,-5
COc1c(Cl)cnn(-c2cccc(C)c2)c1=O,0.0,0.7,-1,0,-2,-2,10,0,-1

# Not all compounds are listed (hit frequency here may not be typical).
